# Source: PubChem BioAssay
# GSK3 alpha inh: blockers of GSK3A enzyme activity – biochemical, luminescence, cell-free homogeneous, HTS, primary screen | 320,000 tested, 0.1% active | Glycogen synthase kinase-3 alpha (Homo sapiens), P49840 | inhibition, % at 10 µM | AID 2650, 2010 | GSK-3 alpha kinase, ADP-Glo luminescence, 60 min;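 in the data active means inhibition above about 50%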;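 further: GST-tagged GSK-3 alpha with peptide substrate and 25 µM ATP; 0% = DMSO neutral wells and 100% = GW8510 positive control wells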
# Target sequence (P49840 whole entry, looked up): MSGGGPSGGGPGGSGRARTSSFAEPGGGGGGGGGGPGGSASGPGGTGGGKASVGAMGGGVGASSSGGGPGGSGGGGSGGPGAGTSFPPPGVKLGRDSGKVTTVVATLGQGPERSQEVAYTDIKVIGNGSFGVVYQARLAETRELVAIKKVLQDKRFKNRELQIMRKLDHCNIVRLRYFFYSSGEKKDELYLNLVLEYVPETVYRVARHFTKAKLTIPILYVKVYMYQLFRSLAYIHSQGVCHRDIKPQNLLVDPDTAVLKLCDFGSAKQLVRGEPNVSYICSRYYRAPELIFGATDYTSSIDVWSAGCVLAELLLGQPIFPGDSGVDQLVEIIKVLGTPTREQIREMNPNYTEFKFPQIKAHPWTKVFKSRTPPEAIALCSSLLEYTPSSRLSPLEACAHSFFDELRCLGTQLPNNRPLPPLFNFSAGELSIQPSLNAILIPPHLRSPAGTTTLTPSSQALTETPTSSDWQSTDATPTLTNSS
# GSK3beta inhib: human GSK3beta kinase inhibitors, primary screen, biochemical, cell-free homogeneous, HTS; Glycogen synthase kinase-3 beta (Homo sapiens), P49841; 300,000 tested, 0.038% active; activity score (negative = inhibition), % at 10 µM; AID 2097, 2009; GST-GSK3beta kinase, ADP-Glo luminescence, 60 min; active compounds read low;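 active means more than half of replicate wells score below -50%, meaning over 50% inhibition versus plate controls; inconclusive means some replicates but at most half score below -50%; inactive means no replicate scores below -50%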;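 further: 0% = median DMSO wells and -100% = median GW8510 positive control wells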
# Target sequence (P49841 whole entry, looked up): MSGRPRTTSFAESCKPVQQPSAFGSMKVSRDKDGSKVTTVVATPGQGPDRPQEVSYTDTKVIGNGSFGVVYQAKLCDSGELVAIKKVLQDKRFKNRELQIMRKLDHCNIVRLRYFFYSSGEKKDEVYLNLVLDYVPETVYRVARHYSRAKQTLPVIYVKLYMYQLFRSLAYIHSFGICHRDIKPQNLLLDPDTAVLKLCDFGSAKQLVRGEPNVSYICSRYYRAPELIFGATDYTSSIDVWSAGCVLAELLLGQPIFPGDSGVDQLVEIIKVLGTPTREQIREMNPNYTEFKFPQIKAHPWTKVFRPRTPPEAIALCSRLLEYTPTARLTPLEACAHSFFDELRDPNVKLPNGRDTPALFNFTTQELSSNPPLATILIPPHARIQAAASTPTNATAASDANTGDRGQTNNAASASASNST
#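 Test system: GST-tagged human GSK3beta kinase, cell-free; evaluation: activity score scaled between in-plate DMSO and GW8510 controls; measured by: ADP-Glo luminescence; incubation: 60 min reaction, RT; benchmarks: DMSO and 20 µM GW8510; reagent: peptide substrate plus 25 µM ATP (final); medium: Tris/MgCl2 kinase buffer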
# PolyA inhibitor: polyadenylation inhibitors in yeast reporter cells, primary screen, luminescence, S. cerevisiae; S. cerevisiae SKY197-pL101 polyadenylation reporter, beta-gal luminescence; efflux-impaired pdr1/pdr3 knockout yeast; score 100 = 6 SD above DMSO; calls only at 12 µM; 300,000 tested, 0.02% active;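 active means lowest replicate activity score at least 50, where 100 means six control SD above control mean; inconclusive means lowest score under 50 but half or more replicates reach 50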;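 further: yeast exposed to compound for 9 h at 30 °C; higher score means more reporter readthrough which indicates perturbed polyadenylation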
# KLF5 inh: KLF5 expression inhibitors, primary screen, DLD-1 cells, luminescence; DLD-1 KLF5 promoter-luciferase reporter; inhibition, % at 5 µM; 290,000 tested, 0.23% active; AID 1700, 2009;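 active means inhibition above a per-plate limit of that plate's mean compound inhibition plus 3 SD, cut at about 60% in these data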;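 further: 0% = DMSO wells and 100% = LY294002 at 200 µM; higher means less KLF5 promoter-driven luciferase light; inactives centre near -14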
# AI-2 QS mod: Vibrio harveyi AI-2 quorum sensing modulators, primary screen, JMH597 strain, luminescence/OD600 ratio; activity change, % at 7.5 µM; Vibrio harveyi JMH597 AI-2 luminescence/OD600 ratio, 9 h; active compounds read low; strain lacks LuxN and CqsS sensors; 0 = neutral-control median; 300,000 tested, 0.4% active; in the data active means activity change below about -75%, passing the limit was not always enough; inconclusive means no clear call, values can overlap the other calls;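 further: luminescence divided by OD600 gain over 9 h not by final OD600 alone; inactives centre near 13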
# aSyn UTR inh: MLPCN primary screen, SNCA 5' untranslated region. inhibition, % (tested at 7.5 µM). 300,000 tested, 0.82% active. alpha-synuclein 5'UTR reporter, inhibitor activity; in the data active means inhibition above about 60%; inconclusive means no clear call, values can overlap the other calls;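 further: H4 neuroglioblastoma cells stably carrying SNCA 5'UTR luciferase fusion; 0% = DMSO wells and 100% = positive control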
# HSF1 activator: HSF-1 activators, primary screen, NIH3T3-HGL cells, MG132 stress, luminescence, single point | NIH3T3-HGL HSF-1 luciferase reporter, 8 h; 100% = twice DMSO control signal | activation, % at 9 µM | 300,000 tested, 1.7% active | AID 504408, 2011;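 active means mean replicate activation of at least 50% with a set share of replicates each reaching 50%; inconclusive means only one of those two conditions met; inactive means mean below 50% and too few replicates reaching it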;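 further: 0% = median of the neutral control wells and 100% = twice that signal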
# HSF1 inhib: HSF1 inhibitors in luciferase reporter cells, primary screen, cell-based, NIH3T3, luminescence; activity change, negative = inhibition, % at 7.5 µM (by protocol); NIH3T3-HGL HSE-luciferase, MG132-induced, luminescence 8 h; active compounds read low; AID 2098, 2009; 300,000 tested, 0.77% active;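 active means more than half of replicate wells show activity change below -50%, luminescence cut by over half; inconclusive means some wells, but at most half, below -50%; inactive means no replicate well below -50%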;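 further: luciferase reports HSF-1 transcriptional activity via heat shock element; 0% = median of DMSO wells and -100% = zero luminescence signal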
# IEC-6 tox: cytotoxicity in IEC-6 intestinal epithelial cells, primary screen, cytotoxicity control for KLF5 inhibitor project, cell-based, luminescence | AID 1825, 2009 | 290,000 tested, 0.78% active | IEC-6 cytotoxicity, luminescence viability | inhibition, % at 5 µM; in the data active means inhibition above about 22%;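 further: 0% = plate median of test compound wells and 100% = cytotoxic reference compound wells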
# HSP90 inh: HSP90 inhibitors, primary screen, cell lysate, luminescence; Rabbit reticulocyte lysate, luciferase refolding luminescence, 3 h; inhibition, % at 5.6 µM; 290,000 tested, 0.91% active;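 active means inhibition above the screen-wide mean plus 3 SD, computed separately per campaign, cut at about 16% in these data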;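 further: 0% = DMSO wells and 100% = 60 µM geldanamycin wells; inhibitors lower the luminescence because luciferase stays unfolded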
# An asterisk follows results filed as active; i = inactive; ? = inconclusive; . = no result given. Only part of the results is shown; the hit share may differ from the screen's.
SMILES,GSK3 alpha inh,GSK3beta inhib,PolyA inhibitor,KLF5 inh,AI-2 QS mod,aSyn UTR inh,HSF1 activator,HSF1 inhib,IEC-6 tox,HSP90 inh
CCn1ccnc1C(O)c1ccc(N(C)C)cc1 (centres undefined),1,-1,i,-7,17,-21,27,11,7,4
CCOc1ccccc1C(=O)N(Cc1sccc1C)C1CCS(=O)(=O)C1 (centres undefined),2,0,i,-24,17,7,7,-7,-5,-1
CCCCn1c(N)c(N(CCOC)C(=O)CCCc2nc3ccccc3c(=O)[nH]2)c(=O)[nH]c1=O,.,1,i,.,18,13,-9,-2,.,.
O=C(CN1C(=O)CSCC1=O)Nc1ccc2c(c1)OCO2,-3,-1,i,-25,-30,-5,37,3,-9,-2
CSc1ccc(OCC(=O)Nc2ccc(N3CCOCC3)c(Cl)c2)cc1,.,-3,i,-14,17,-34,-5,2,-3,-2
CCC(=O)Nc1ccccc1C(=O)N1CCCC1,0,0,i,-9,2,-4,0,1,0,1
O=C(NC(=S)N1CCOCC1)c1ccccc1Cl,-1,3,i,-25,17,14,-8,2,2,7
O=C(NCCNC(=O)c1ccc([N+](=O)[O-])cc1)c1ccncc1,0,-3,i,-24,12,-22,-1,-2,-9,-2
CCN1CCN(CC(=O)Nc2cc(C)c(C)cc2[N+](=O)[O-])CC1,-1,0,i,-7,11,30,14,2,3,-1
Fc1ccc(CSc2nnc(-c3cccnc3)n2Cc2ccco2)cc1,0,-3,i,-6,5,8,14,13,-4,-1

# Overlap with the part before: 2 compounds; new compounds follow.
SMILES,GSK3 alpha inh,GSK3beta inhib,PolyA inhibitor,KLF5 inh,AI-2 QS mod,aSyn UTR inh,HSF1 activator,HSF1 inhib,IEC-6 tox,HSP90 inh
CCN1CCN(CC(=O)Nc2cc(C)c(C)cc2[N+](=O)[O-])CC1,-1,0,i,-7,11,30,14,2,3,-1
Fc1ccc(CSc2nnc(-c3cccnc3)n2Cc2ccco2)cc1,0,-3,i,-6,5,8,14,13,-4,-1
N/C(=N\OC(=O)CCN1C(=O)c2ccccc2C1=O)c1ccccn1,-4,4,i,-14,31,-2,6,10,-1,2
O=C(CCCCCNc1nc(=S)[nH]c2ccccc12)NCCc1ccccc1,0,0,i,-21,3,6,-3,2,-3,-1
Cc1cc(C(=O)Nc2ccc3ccccc3c2)c(C)o1,-2,5,i,-119,19,-47,66*,31,2,5
CS(=O)(=O)c1ccc(Cl)c(NC(=O)COC(=O)c2cccc(S(=O)(=O)N3CCCC3)c2)c1,-2,3,i,.,9,7,21,4,.,.
CCCCN1C(=O)CC(N2CCOCC2)C1=O (centres undefined),0,2,i,-26,8,1,-9,3,-6,-2
Cc1ccc(CNc2ccc(N3CCOCC3)c(C(=O)O)c2)s1,0,-2,i,19,33,8,3,-6,6,9
CCSc1n[nH]c(=O)[nH]c1=O,-3,-1,i,0,26,2,-3,-2,3,5
N#CCCN(Cc1cccnc1)C(=S)NC(=O)c1ccco1,-2,0,i,-15,20,2,.,.,-9,-3
O=C(Nc1c(F)cc(F)cc1Br)c1cc(S(=O)(=O)N2CCN(c3ccccn3)CC2)ccc1F,-2,-3,i,-18,49,12,13,6,9,2
COc1ccc(CCNC(=O)C(NS(=O)(=O)c2cccc3nsnc23)C(C)C)cc1OC (centres undefined),.,1,i,-22,5,5,30,11,11,0

# Arranged by formula weight (ascending): 4 of the compounds above
SMILES,GSK3 alpha inh,GSK3beta inhib,PolyA inhibitor,KLF5 inh,AI-2 QS mod,aSyn UTR inh,HSF1 activator,HSF1 inhib,IEC-6 tox,HSP90 inh
N/C(=N\OC(=O)CCN1C(=O)c2ccccc2C1=O)c1ccccn1,-4,4,i,-14,31,-2,6,10,-1,2
COc1ccc(CCNC(=O)C(NS(=O)(=O)c2cccc3nsnc23)C(C)C)cc1OC (centres undefined),.,1,i,-22,5,5,30,11,11,0
CS(=O)(=O)c1ccc(Cl)c(NC(=O)COC(=O)c2cccc(S(=O)(=O)N3CCCC3)c2)c1,-2,3,i,.,9,7,21,4,.,.
O=C(Nc1c(F)cc(F)cc1Br)c1cc(S(=O)(=O)N2CCN(c3ccccn3)CC2)ccc1F,-2,-3,i,-18,49,12,13,6,9,2

# New compounds follow:
SMILES,GSK3 alpha inh,GSK3beta inhib,PolyA inhibitor,KLF5 inh,AI-2 QS mod,aSyn UTR inh,HSF1 activator,HSF1 inhib,IEC-6 tox,HSP90 inh
O=C(Nc1cc2c3c(c1)CC(=O)N3CCC2)c1cccc(F)c1,0,0,i,.,0,-15,0,-1,.,.
CC(C)(C)C(=O)NC(C(N)=O)=C(Cl)Cl,-4,3,i,-14,8,-10,3,3,4,-4
CCOc1ccc(N=C2NC(=O)S/C2=C\c2ccc(Cl)cc2)cc1,0,3,i,-11,29,-10,-3,-6,-8,0
COc1ccc(-c2csc3ncnc(NCCCO)c23)cc1,47,-19,i,-3,3,30,-46,-37,-2,3
O=C(CCC1CCCN(C(=O)c2ccc3c(c2)OCO3)C1)NCc1ccc(F)c(F)c1 (centres undefined),1,-1,i,-3,39,14,32,18,6,-2
CC(C)(C)NC(=O)COc1ccc(CNCc2cccs2)cc1,1,-5,i,-1,30,8,-1,-5,-4,-2
COc1cc(OC)cc(C(=O)Nc2ccc(Nc3ccccc3)cc2)c1,0,-1,i,-61,-14,-165,17,13,3,-6
COC(=O)c1nc(-n2nc(C)cc2C)ccc1Cl,.,1,i,-14,29,-11,5,-2,3,0
CCOC(=O)CNC(=O)CSc1nc(C)cc(C)c1C#N,5,-4,i,0,?,-17,-3,-3,-1,8
O=C(Nc1nn[nH]n1)c1cccc([N+](=O)[O-])c1,-1,-4,i,-17,2,47,5,-6,1,-1
COc1ccc(CN2CCNC(=O)C2CC(=O)N(C)Cc2ccon2)c(F)c1 (centres undefined),-1,4,i,-5,32,-6,1,0,-4,1
COc1ccc(OC)c(/C=C/c2c([N+](=O)[O-])c(=O)n(C)c(=O)n2C)c1,-3,1,i,-11,-5,-29,22,13,-1,0
COc1ccc(CCNC2CC(=O)N(CCc3ccc(OC)c(OC)c3)C2=O)cc1OC (centres undefined),.,1,i,-20,19,-3,12,-6,2,1
S=C(c1ccc(Br)cc1)N1CCN(Cc2ccccc2)CC1,-3,-8,i,-19,-5,17,9,-4,2,0
CCC(Sc1ccc2nnc(-c3ccc(F)cc3)n2n1)C(=O)O (centres undefined),.,-28,i,-17,26,3,-5,2,-7,3
CCn1cc(CN2CCN(C)C(CCO)C2)c2ccccc21 (centres undefined),-4,0,i,-25,16,-5,-2,-3,0,0
CCOc1ccc(NC(=O)CCC(=O)NNC(=O)c2ccc(Br)o2)cc1,-1,2,i,-5,20,1,-18,-10,6,0
O/C(=C\Sc1nnc(Cc2ccccc2)o1)c1ccc(F)cc1,0,2,i,2,24,-10,-6,-3,7,-3
O=C(C(Cc1ccccc1)n1cccc1)N1CCN(c2cccc(Cl)c2)CC1 (centres undefined),-2,-25,i,-16,17,14,-4,0,-1,4
Cc1c(C(=O)NCCc2ccc3c(c2)OCCO3)oc2ccccc12,4,2,i,1,10,-19,40,41,0,4
N#Cc1nc(Cc2cccc3ccccc23)oc1NCc1ccc2c(c1)OCO2,-2,1,i,-45,33,28,1,-5,-7,2
CCC(C)(C)n1nnnc1C(CC(C)C)N1CCC(C(N)=O)CC1 (centres undefined),-1,5,i,-10,12,11,-2,-6,0,4
CCOC(=O)c1c(-c2ccccc2)oc2ccc(OCC(=O)NNC(=O)CCC(=O)O)cc12,-2,-7,i,-16,-7,-23,15,2,3,1
CC(COc1ccccc1)N(CCCl)Cc1ccccc1 (centres undefined),0,0,i,-14,12,-3,1,-1,-1,0
Cc1oc2cc3oc(=O)c(CC(=O)N[C@@H](C)C(=O)NC(Cc4ccc(Cl)cc4)C(=O)O)c(C)c3cc2c1C (some centres undefined),-4,4,i,-7,10,11,-11,-2,-4,-7
CCOc1ccc(C2/C(=C(/O)c3ccc4c(c3)CC(C)O4)C(=O)C(=O)N2CCCn2ccnc2)cc1 (centres undefined),0,1,i,7,34,7,3,-2,-6,1
CCCn1c(N)c(N(CCOC)C(=O)/C=C/c2ccc(C(=O)OC)cc2)c(=O)[nH]c1=O,-3,0,i,-17,-4,-8,-18,-8,1,5
CC(=O)/C(C#N)=C1\NC(=O)C(Cc2ccc(F)cc2)S1 (centres undefined),16,1,i,-12,22,-12,-10,5,72*,5
COc1ccc(CN2CCCCC2C)c(C)c1C (centres undefined),0,1,i,-45,17,.,.,.,5,3
O=C(CSc1ccc2nnc(-c3ccccn3)n2n1)Nc1nccs1,0,-6,i,-6,9,1,-6,-5,3,0

# An excerpt of these results, as tab-separated lines:
SMILES	GSK3 alpha inh	GSK3beta inhib	PolyA inhibitor	KLF5 inh	AI-2 QS mod	aSyn UTR inh	HSF1 activator	HSF1 inhib	IEC-6 tox	HSP90 inh
CCOc1ccc(C2/C(=C(/O)c3ccc4c(c3)CC(C)O4)C(=O)C(=O)N2CCCn2ccnc2)cc1 (centres undefined)	0	1	i	7	34	7	3	-2	-6	1
CCCn1c(N)c(N(CCOC)C(=O)/C=C/c2ccc(C(=O)OC)cc2)c(=O)[nH]c1=O	-3	0	i	-17	-4	-8	-18	-8	1	5

# (continued)
SMILES,GSK3 alpha inh,GSK3beta inhib,PolyA inhibitor,KLF5 inh,AI-2 QS mod,aSyn UTR inh,HSF1 activator,HSF1 inhib,IEC-6 tox,HSP90 inh
CCOC(=O)c1ccc(NC(=O)NCc2ccn(CC)n2)cc1,.,2,i,-18,30,-41,11,7,-1,-4
Cc1ccc(C(=O)N2CC3(C)CN(C(=O)c4ccc(C)cc4)CC(C)(C2)C3=O)cc1,-4,2,i,-6,16,-1,25,2,1,2
O=C1OC(N2C(=O)CC[C@H]2C(=O)Nc2cccc(F)c2)c2ccccc21 (some centres undefined),0,1,i,-13,11,31,15,-4,1,-4
OC(COc1ccc(Br)cc1)CN1CCOCC1 (centres undefined),-6,2,i,2,22,0,4,5,8,6
CCn1c(SCC(=O)N/N=C/c2ccc(C)s2)nc2ccccc21,-1,6,i,-5,12,-53,22,10,11,2
COc1cccc(CNC(=O)CNC(=S)N(Cc2ccccc2)Cc2ccccc2F)c1,.,3,i,21,17,10,4,4,9,6
